RmlCD inh 1536: inhibitors of Mycobacterium tuberculosis RmlC and RmlD coupled enzymes; P9WH09+P9WH11; RmlC+RmlD coupled enzyme assay, percent inhibition; primary screen in compound mixtures; inhibition, % at 3.6 µM; 160,000 compounds, 0.03% hits; in the data active means inhibition mostly above about 34%, no sharp cut-off; further: some results filed as inactive read as strong as hits
Target sequence (P9WH09 whole entry, looked up): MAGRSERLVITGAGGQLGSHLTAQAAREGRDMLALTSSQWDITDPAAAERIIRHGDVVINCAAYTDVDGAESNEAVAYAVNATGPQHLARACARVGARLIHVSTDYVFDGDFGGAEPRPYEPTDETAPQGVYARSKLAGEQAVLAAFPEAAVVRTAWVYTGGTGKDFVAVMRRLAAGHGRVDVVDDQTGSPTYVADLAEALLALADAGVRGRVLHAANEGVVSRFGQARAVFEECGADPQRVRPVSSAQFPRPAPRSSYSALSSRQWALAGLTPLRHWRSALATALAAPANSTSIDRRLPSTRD
Target sequence (P9WH11 whole entry, looked up): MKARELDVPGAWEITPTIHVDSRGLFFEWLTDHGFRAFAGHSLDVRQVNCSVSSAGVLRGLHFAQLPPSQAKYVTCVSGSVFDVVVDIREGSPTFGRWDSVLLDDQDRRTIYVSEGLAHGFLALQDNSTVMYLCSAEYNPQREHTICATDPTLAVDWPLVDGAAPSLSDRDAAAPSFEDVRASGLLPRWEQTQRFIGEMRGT
M. tuberculosis GlmU: inhibition of mycobacterial GlmU enzyme – biochemical, glucosamine-1-phosphate acetyltransferase (AID 1376) | M. tuberculosis GlmU acetyltransferase enzyme assay; higher % means a stronger effect | inhibition, %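 (tested at 30 µM in the primary screen)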; hits with a dose series show IC50 in µM | 220,000 compounds, 0.25% hits; in the data active means inhibition above about 13%;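 further: 0% = complete reaction with vehicle and 100% = reaction without substrate; strong numbers were not always called active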
* marks the source's active call; other numbers are inactive results; x = no result given.

SMILES	RmlCD inh 1536	M. tuberculosis GlmU
Cc1ccc2nc(SCC3CCCCO3)[nH]c2c1 (stereo unspecified)	x	-0.3%
O=C(COC(=O)C12CC3CC(CC(C3)C1)C2)NCc1ccco1	x	-0.8%
COc1cc2nc(C3CCC3)n(NC(=O)C3CCC(OC)CC3)c(=O)c2cc1OC (stereo unspecified)	x	0.1%
COc1ccc(-c2cc(-c3cccs3)c(C#N)c(SCC(=O)NCc3ccccc3OC)n2)cc1	x	-4.7%
CCn1c(C)c(C(C)=O)c(N2CCN(c3ccc(F)cc3)CC2)nc1=S	x	1.5%
C#CCOCCOCCOCCNc1nc(N2CCN(C(=O)C([C@@H](C)CC)n3cc(C(N)COC(=O)C(F)(F)F)nn3)CC2)nc(N2CCN(C(=O)C([C@@H](C)CC)n3cc(C(N)CC(C)C)nn3)CC2)n1 (stereo partly specified)	x	0.3%
Nc1c2c(nc3ccccc13)CCCC2	x	1.1%
COc1cccc(CNS(=O)(=O)c2cc(Br)cc3c2N(C(C)=O)C(C)C3)c1 (stereo unspecified)	5.3	-1.2%
COc1cc(/C=C/C(=O)Nc2ccc(C)cc2)cc(OC)c1OC	-8.8	0.6%
COc1ccccc1NCCC(=O)OCC(=O)NC1CC1	-6.5	-0.9%
c1ccc2c(-c3c[nH]c4ccccc34)c3ccccc3nc2c1	-4.7	x
CC(C)NC(=O)CN1CCN(Cc2nc(-c3cccs3)no2)CC1	3.3	0.1%
Cc1ccc2c(c1)c1c(n2CC(O)CN2CCC(C)CC2)CCCC1 (stereo unspecified)	x	1.2%
Cc1ccc(C(=O)NS(=O)(=O)c2ccc(C)cc2)cc1	x	-4.4%
CCCCNC(=O)c1onc(CSc2ccccn2)c1C(=O)NCCCC	x	-1.8%
Cc1ccccc1Nc1nc(CSc2nnc(-c3ccoc3C)n2C)cs1	x	-8.6%
COc1ccccc1Oc1c(C)oc2c(CN3CCN(C)CC3)c(O)ccc2c1=O	-10.0	x
COc1ccccc1N1C(=O)C2C(C(=O)c3ccccc3)=NN(c3ccccc3)C2C1=O (stereo unspecified)	5.8	-3.0%
Cc1[nH]c2ccccc2c1C(=O)COC(=O)c1c(-c2c(F)cccc2Cl)noc1C	-2.4	1.6%
CCOC(=O)C1=C(CC)Nc2ccccc2N/C1=N\S(=O)(=O)c1ccc2ccccc2c1	-4.7	1.4%

Some of the entries so far, with bars between the fields:
smiles | RmlCD inh 1536 | M. tuberculosis GlmU
Cc1ccc(C(=O)NS(=O)(=O)c2ccc(C)cc2)cc1 | x | -4.4%
Cc1ccc2c(c1)c1c(n2CC(O)CN2CCC(C)CC2)CCCC1 (stereo unspecified) | x | 1.2%
CCOC(=O)C1=C(CC)Nc2ccccc2N/C1=N\S(=O)(=O)c1ccc2ccccc2c1 | -4.7 | 1.4%
CC(C)NC(=O)CN1CCN(Cc2nc(-c3cccs3)no2)CC1 | 3.3 | 0.1%
COc1ccccc1Oc1c(C)oc2c(CN3CCN(C)CC3)c(O)ccc2c1=O | -10.0 | x

Further compounds
SMILES	RmlCD inh 1536	M. tuberculosis GlmU
CC12CCC(C/C1=N/NC(=O)COc1ccccc1Cl)C2(C)C (stereo unspecified)	2.2	2.2%
CC(C)N(Cc1nc(-c2ccc3c(c2)OCO3)no1)Cc1nccn1C	x	-1.0%
COc1ccc(Nc2ncc3c(n2)CC(c2ccc(C)cc2)CC3=O)cc1 (stereo unspecified)	x	5.0%
Cc1ccc(/C=N/Nc2ccc(C(=O)O)cc2)o1	16.0	0.6%
C=CCOc1nc2c(c(=O)n(C)c(=O)n2C)n1Cc1ccc(Cl)cc1Cl	12.3	-2.9%
O=C(Cc1cc(=O)[nH]c(=O)[nH]1)N1CCN(CCO)CC1	x	-5.9%
O=C(COc1ccc([N+](=O)[O-])cc1)Nc1ccc(CN2CCOCC2)cc1	5.6	-5.4%
C=CCNC(=O)COC(=O)c1ccc(Cl)c(S(N)(=O)=O)c1	-4.8	-3.3%
CCCC12CN(C(=O)c3ccc(OC)cc3)CC(C)(CN(C(=O)c3ccc(OC)cc3)C1)C2=O	x	1.8%
CC(C(=O)OCC(=O)Nc1ccc(S(=O)(=O)N2CCCCC2)cc1)N1C(=O)c2ccccc2C1=O (stereo unspecified)	2.7	-0.7%
COc1cc(N2C(=O)NC3CC2(C)Oc2ccc(Br)cc23)cc(OC)c1OC (stereo unspecified)	x	5.6%
CCC(C)N=C1CC(C)(C)CC(=O)/C1=C(/O)Cc1ccccc1 (stereo unspecified)	4.8	0.3%
O=C1OCc2cc(NC(=O)C34CC5CC(CC(C5)C3)C4)ccc21	-3.8	2.5%
C/C(=N\NC(=O)c1cccc(S(=O)(=O)Nc2ccccc2Cl)c1)c1ccco1	-9.5	3.9%
CCN(CC)C(=O)Cn1nnc(-c2ccc(C)o2)n1	x	-4.1%
CCOC(=O)N1CCN(c2nc(-c3ccc(F)cc3)cs2)CC1	9.1	3.2%
O=C(COC(=O)Cc1ccc(S(=O)(=O)N2CCOCC2)s1)Nc1ccc2c(c1)OCO2	x	-4.8%
CCc1ccc(NC(=O)CSc2nc(CSc3ccc(C)cc3)cc(=O)[nH]2)cc1	11.4	10.9%
O=C(C1=C[C@H](c2ccccc2)C[C@H](OCc2ccc(CO)cc2)O1)N1CCN(Cc2ccc3c(c2)OCO3)CC1	x	2.7%
COc1ccc2c(c1OC)C(=O)N1N=C(c3ccc(Br)cc3)CC21 (stereo unspecified)	7.3	-7.1%
CCN1C(=O)/C(=C\c2ccncc2)SC1=Nc1ccc(C)c(C)c1	8.0	-2.7%
C=CCNC(=O)COc1ccc(S(=O)(=O)Nc2ccc(OCC)cc2)cc1	-4.5	4.4%
COCCNC(=S)N/N=C(\C)c1ccc(-n2ccnc2)cc1	8.4	2.1%
COc1ccc(C(=O)/C=C/c2ccc(OC)c(COc3ccccc3F)c2)cc1	0.9	-4.7%
COc1ccc([N+](=O)[O-])cc1NC(=O)COC(C)=O	10.7	-0.4%
C#CCNC(=O)C1=C[C@H](c2coc3ccccc3c2=O)[C@@H](CCCO)[C@H](OCC)O1	x	-2.2%
c1ccc(-c2nc(NCCCn3ccnc3)c3ccccc3n2)cc1	5.5	-1.6%
COC(=O)c1cccc(-n2c(CCC(=O)O)ccc2-c2cccs2)c1	8.8	-8.0%
COc1ccc(Cc2nn3c(-c4ccccc4OC)nnc3s2)cc1	1.1	1.4%
Cc1cccc(C)c1N1CCN(C(=O)N2CCCCC2)CC1	-7.0	0.6%
CCCc1cc(=O)oc2c(C)c(OCC(=O)c3ccc(N4CCCC4)cc3)ccc12	-7.4	-6.1%
CC(C)CNC(=O)c1coc(=O)c(Br)c1	-9.9	-0.2%
COC(=O)c1noc(C)c1-c1ccnn1C(=O)c1ccc(Cl)cc1	-2.8	3.0%
COc1ccccc1C(=O)Nc1cccnc1	1.1	1.3%
COc1ccc(NC(=O)c2ccccc2NS(=O)(=O)c2ccc(C)cc2)c([N+](=O)[O-])c1	-9.7	-0.6%
CCOc1ccc(C(=O)NC(C(=O)NCC2CCCO2)C(C)C)cc1 (stereo unspecified)	-10.0	0.5%
COc1ccc(C(=S)Nc2ccc(C)cc2)cc1	-3.5	x
O=C(Nc1ccc(F)cc1)NC1CCCCC1	x	-7.3%
CN(C)C(CNS(=O)(=O)c1ccc(Cl)cc1)c1cccnc1 (stereo unspecified)	7.0	0.7%
Cc1ccsc1C(=O)NNC(=O)C1CCCCC1C(=O)O (stereo unspecified)	x	-3.0%
O=C(c1ccc(Br)o1)N1CCN(c2ccc3nnc(-c4ccccc4)n3n2)CC1	-6.7	5.0%
Cc1nnc(NC(=O)CCCCCN2C(=O)C3C4C=CC(C4)C3C2=O)s1 (stereo unspecified)	6.3	-3.1%
Cc1cc(C)nc(NC(N)=NC(C)c2ccccc2)n1 (stereo unspecified)	3.8	-0.5%
CCOc1ccc(NC(=O)Cn2nnc(-c3ccccc3NC(=O)CC)n2)cc1	4.2	4.6%
CC1(C)Oc2ccc3ccc(=O)oc3c2/C(=C/Nc2cccc(O)c2)C1=O	6.6	1.4%
Cc1nn(-c2ccccc2)c(Cl)c1CN(C(=O)CCl)c1cccc2ccccc12	x	2.1%
COc1ccc(Cl)cc1-c1n[nH]c(=S)o1	-5.7	6.8%
CCN(CC)CCCNC(CC(=O)Nc1cccc([N+](=O)[O-])c1)C(=O)O (stereo unspecified)	2.3	-2.9%
Cc1cc(C(=O)N2CCCC(CCC(=O)N3CCN(c4ccccn4)CC3)C2)c(C)o1 (stereo unspecified)	7.6	2.3%
COCCN(C(=O)c1ccco1)c1nnc(-c2ccc(F)cc2)s1	36.6	-0.1%
The listing continues:
SMILES	RmlCD inh 1536	M. tuberculosis GlmU
CNCC(=O)Nc1ccc(Cl)c(C(F)(F)F)c1	-6.5	-4.6%
O=C(c1ccc(CN2CCc3ccccc3C2)cc1)N1CCc2ccccc2C1	17.8	x
O=C(CN1C(=O)NC2(CCCC2)C1=O)N1CCN(C(=O)c2ccco2)CC1	15.8	0.0%
Clc1ccccc1-c1nnc(-c2cccs2)o1	6.7	6.6%
CCOc1cc(C)c(S(=O)(=O)NC2CC(C)(C)NC(C)(C)C2)cc1C	2.9	-2.7%
COc1ccc(C(=O)C(CCCCC(CN(C)C)C(=O)c2ccc(OC)cc2)CN(C)C)cc1 (stereo unspecified)	2.4	x
Cc1ccc(CNC(=O)C2CCCN2C(=O)NCc2ccccc2)cc1 (stereo unspecified)	x	-1.7%
CCn1c(=O)n(CC(=O)NC2CCCC(C)C2C)c(=O)c2ccccc21 (stereo unspecified)	5.3	0.2%
Cc1ccc(S(=O)(=O)Nc2nc3ccccc3nc2NCC2CCCO2)cc1C (stereo unspecified)	x	4.1%
O=C(COC(=O)c1cccc(NS(=O)(=O)c2ccc(F)c(F)c2)c1)NC(=O)NC1CCCCC1	9.1	4.8%
CCC(=O)Nc1ccc2c(c1)nc(CCN1CCN(C)CC1)n2C	x	2.2%
CCOc1ccc(C2c3c(oc4cc(C)c(C)cc4c3=O)C(=O)N2CCCN2CCOCC2)cc1 (stereo unspecified)	-7.8	-5.3%
Cn1nc(CC(=O)NC2CCCCCCCCCCC2)c2ccccc2c1=O	8.7	x
CC(C)(C)n1nnnc1SCC(=O)Nc1nn(-c2ccccc2)nc1C(N)=O	1.4	5.3%
Nc1cc(Cl)ccc1Oc1ccc2ccccc2c1	-9.1	1.6%
O=C(CSc1nc(-c2ccccc2)cs1)N1CCN(C(=O)c2ccco2)CC1	-11.1	1.9%
CCc1ccc(N2C(=O)CC(N3CCN(Cc4ccc5c(c4)OCO5)CC3)C2=O)cc1 (stereo unspecified)	-12.5	2.1%
CCCCN=C1NN=C(c2ccc(C)c(C)c2)CS1	-7.6	1.1%
Cc1ccccc1NS(=O)(=O)c1cc(S(C)(=O)=O)ccc1C	-8.9	1.7%
CCNS(=O)(=O)c1ccc(NC(=O)CC(C)c2ccccc2)cc1 (stereo unspecified)	3.6	1.9%

Profiles as entered above.
Profile of CCOc1ccc(C2c3c(oc4cc(C)c(C)cc4c3=O)C(=O)N2CCCN2CCOCC2)cc1 (stereo unspecified) → RmlCD inh 1536: -7.8; M. tuberculosis GlmU: -5.3%
Profile of CCC(=O)Nc1ccc2c(c1)nc(CCN1CCN(C)CC1)n2C → RmlCD inh 1536: x; M. tuberculosis GlmU: 2.2%
Profile of Cn1nc(CC(=O)NC2CCCCCCCCCCC2)c2ccccc2c1=O → RmlCD inh 1536: 8.7; M. tuberculosis GlmU: x

Following part.
SMILES	RmlCD inh 1536	M. tuberculosis GlmU
Cc1nc2ccccc2c2oc(C(=O)NCC3CCCO3)cc12 (stereo unspecified)	-7.1	-4.6%
CC(=O)Nc1ccc(Sc2ccccc2C(=O)Nc2ccc(F)cc2)cn1	1.2	-2.0%
CCOc1ccc(/C=C2\SC(=S)NC2=O)cc1OC	20.6	1.0%
CCCCOC(=O)C1CCCC(C(=O)OCCCC)N1 (stereo unspecified)	2.5	-1.7%
S=C(Cc1ccc(Cl)cc1)N1CCOCC1	4.5	-2.0%
O=C(NC(CO)C(O)c1ccc([N+](=O)[O-])cc1)C(Cl)Cl (stereo unspecified)	8.1	-7.0%
O=C(CN1CCCC1)Nc1ccc(OCc2ccccc2)cc1	-11.9	0.9%
NC1=NC(c2ccccc2)=NC1(NC(=O)c1ccccc1)C(Cl)Cl (stereo unspecified)	-5.5	8.0%
O=C(O)c1ccc(COc2c(F)c(F)cc(F)c2F)o1	11.6	4.7%
Cc1ccc(CO/N=C/c2c(O)cc(C)oc2=O)cc1	x	-0.7%
COc1ccc(C(=O)Nc2ccc(CN3CCCCC3)cc2)cc1	8.5	0.8%
O=C(O)c1ccccc1C(=O)NC1Cc2ccccc2C1	7.0	-0.3%
Cc1ccc(S(=O)(=O)CCC(=O)OCC(=O)NCc2ccc(Cl)cc2)cc1	6.5	4.1%
Cc1c(C(=O)Nc2c(F)cccc2F)sc2ncnc(N3CCN(c4ccccc4)CC3)c12	-10.2	-1.1%
CN1CCC(OC(=O)c2ccc(Cl)cc2Cl)CC1	5.8	0.7%
Cc1ccc(SCc2cc(=O)n3ccsc3n2)c(C)c1	11.2	-0.1%
Cc1ccc(O)c(-c2cc(C(F)(F)F)[nH]n2)c1	-7.3	-0.8%
COc1ccc(-c2nnc(Nc3nc4c(OC)cccc4s3)o2)cc1	8.8	x
COC(=O)c1ccc(Cl)c(NC(=O)CN(c2ccc3c(c2)OCO3)S(C)(=O)=O)c1	-9.3	5.0%
CC(=O)c1cccc(N(CC(=O)Nc2ccccc2F)S(C)(=O)=O)c1	-16.2	-2.0%
Nc1cc(N2CCCC2)c(Cl)cc1[N+](=O)[O-]	-7.2	0.5%
COc1ccccc1N1CCN(C(=O)CSc2nnc3n2C(C)(C)Cc2ccccc2-3)CC1	12.9	1.2%
CCOC(=O)c1cc(C(C)C)sc1NC(=O)COC(=O)CCS(=O)(=O)c1ccccc1	-3.2	-4.5%
ClCc1nnc(-c2ccccc2)o1	-9.7	-0.1%

This is a subset; the hit share may differ from the screen's.
